SRC2 inh: human SRC2 (NCOA2) inhibition; hit rate 0.17% among 370,000; HEK293 GAL4-SRC2 luciferase reporter, luminescence; inhibition, % at 9 µM;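 active = inhibition above the mean inhibition of all tested compounds plus 3 SD, set per campaign, cut at about 52% in these data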;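 note: 0% = DMSO treated cells and 100% = cells given Gossypol at 36 µM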
MC4R antagonist: blocks human MC4R cAMP signaling | MC4R-expressing cells, MTII-stimulated cAMP, LANCE TR-FRET | inhibition, % at 6.5 µM | hit rate 0.48% among 360,000 | AID 540295;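 active = inhibition above its plate's cutoff, the mean of tested wells on that plate plus 3 SD, cut at about 29% in these data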;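 note: 0% = Melanotan II alone and 100% = Melanotan II plus saturating MCL0020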
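System – human MC4R-expressing U2OS cells · Also added – Melanotan II · Dosing – one concentration, 6.5 µM nominal · Timing – 30-min compound, 1-h challenge, 1-h detection, room temperature · Measured by – Eu-cAMP/anti-cAMP TR-FRET, emission 671 nm · Replicates – singlicate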
Cardio protect: modulators protecting cardiomyocytes from myocardial damage; H9c2 cardiomyocytes, H2O2 injury protection, ATPLite, 2 h; protection from H2O2 cell death, % at 20 µM; hit rate 0.63% among 360,000;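 active = compounds giving at least 50% protection of heart cells from peroxide-induced death in the single-dose screen, raw or plate-pattern-corrected value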;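 note: 0% = DMSO wells with peroxide and 100% = DMSO wells without peroxide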
MC4R barr agon: agonists of human melanocortin 4 receptor (MC4R) beta-arrestin | U2OS MC4R beta-arrestin complementation, luminescence; percent of melanotan II response, DMSO zero | activation, % at 8.9 µM | hit rate 0.98% among 360,000 | AID 540308;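 active = activation above a per-plate cutoff, the mean activation of sample wells on that plate plus 3 SD, cut at about 8% in these data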
HTR2A ag: activates the mouse 5-HT2A serotonin receptor. CHO-K1 mHTR2A beta-arrestin complementation, luminescence; percent of 30 µM serotonin response. activation, % at 7.6 µM. hit rate 0.66% among 360,000;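 active = activation above a run cutoff, the mean activation of all tested compounds plus 3 SD, cut at about 14% in these data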;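 note: 0% = plate median of compound wells and 100% = 30 µM serotonin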
TLR9-MyD88 block: inhibitors of human TLR9-MyD88 binding; Q9NR96+Q99836; CHO BLA complementation TLR9-MyD88, CCF4 FRET ratio; inhibition, % at 4.98 µM; hit rate 0.21% among 340,000;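 active = inhibition above the mean over all tested compounds plus 3 SD, cut at about 21% in these data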;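 note: 0% = DMSO only wells and 100% = clavulanate BLA inhibitor control wells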
Target sequence (Q99836 whole entry, looked up): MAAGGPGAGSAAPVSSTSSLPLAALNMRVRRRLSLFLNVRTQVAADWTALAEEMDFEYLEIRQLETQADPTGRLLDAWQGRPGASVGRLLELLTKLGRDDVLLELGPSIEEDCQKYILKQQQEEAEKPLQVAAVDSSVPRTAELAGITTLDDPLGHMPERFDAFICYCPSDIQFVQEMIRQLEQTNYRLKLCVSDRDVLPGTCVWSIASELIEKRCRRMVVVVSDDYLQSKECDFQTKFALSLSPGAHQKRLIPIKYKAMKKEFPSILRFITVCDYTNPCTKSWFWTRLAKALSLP
Target sequence (Q9NR96 whole entry, looked up): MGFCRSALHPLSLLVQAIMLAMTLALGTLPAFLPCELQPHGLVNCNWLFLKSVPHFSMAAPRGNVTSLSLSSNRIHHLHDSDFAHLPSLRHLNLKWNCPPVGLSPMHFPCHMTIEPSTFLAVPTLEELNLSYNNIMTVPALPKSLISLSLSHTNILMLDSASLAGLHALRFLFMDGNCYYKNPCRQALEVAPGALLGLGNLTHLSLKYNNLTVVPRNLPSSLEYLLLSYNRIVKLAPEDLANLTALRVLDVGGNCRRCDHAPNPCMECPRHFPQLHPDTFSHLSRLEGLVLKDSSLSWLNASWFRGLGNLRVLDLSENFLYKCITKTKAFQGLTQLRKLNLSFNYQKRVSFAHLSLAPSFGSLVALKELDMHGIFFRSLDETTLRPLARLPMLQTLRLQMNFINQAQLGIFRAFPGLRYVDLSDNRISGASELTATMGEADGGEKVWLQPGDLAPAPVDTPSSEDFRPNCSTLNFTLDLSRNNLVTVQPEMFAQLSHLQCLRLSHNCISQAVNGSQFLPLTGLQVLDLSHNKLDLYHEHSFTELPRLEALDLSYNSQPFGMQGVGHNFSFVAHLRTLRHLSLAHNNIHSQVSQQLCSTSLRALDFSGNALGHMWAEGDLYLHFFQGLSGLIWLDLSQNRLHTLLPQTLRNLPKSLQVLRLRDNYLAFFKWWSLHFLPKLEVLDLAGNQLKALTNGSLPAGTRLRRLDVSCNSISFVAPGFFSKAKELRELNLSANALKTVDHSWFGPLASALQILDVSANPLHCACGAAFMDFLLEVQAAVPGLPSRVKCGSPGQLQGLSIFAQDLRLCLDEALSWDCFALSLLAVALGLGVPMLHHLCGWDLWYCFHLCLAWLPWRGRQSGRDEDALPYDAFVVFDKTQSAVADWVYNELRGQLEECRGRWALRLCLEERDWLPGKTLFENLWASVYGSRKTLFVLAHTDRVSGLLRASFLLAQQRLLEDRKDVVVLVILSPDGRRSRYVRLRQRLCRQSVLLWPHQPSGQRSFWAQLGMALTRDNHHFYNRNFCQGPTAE
N-glyco inh: blocks N-linked glycosylation in D54 reporter cells; D54 ERlucT glycosylation luciferase reporter, 24 h; percent of 100 nM tunicamycin response; reporter increase, % at 12.5 µM; hit rate 0.23% among 360,000; AID 588692;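 active = mean luciferase reporter signal, scaled so untreated is 0 and the glycosylation-blocking control 100, at or above a set limit in every replicate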;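 note: luciferase carries N-glycosylation sites so blocking glycosylation raises the light; 0% = median of neutral control wells and 100% = median of 100 nM tunicamycin wells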
NOD2-RIPK2 inh: inhibitors of human NOD2-RIPK2 interaction; hit rate 0.38% among 360,000; CHO BLA complementation NOD2-RIPK2, CCF4 ratio; inhibition, % at 4.98 µM; AID 624267; O43353; in the data active = inhibition above about 21%;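 note: 0% = vehicle only and 100% = reference blocker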
ABHD5 PLIN5 PPI: ABHD5-PLIN5 protein interaction inhibition; Q00G26+Q8WTS1; Split G. princeps luciferase complementation, luminescence, 4 h; inhibition, % at 4 µM; hit rate 0.78% among 360,000; AID 602281;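 active = inhibition above the mean inhibition across every tested compound plus 3 SD, cut at about 22% in these data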;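 note: 0% = DMSO only wells and the 100% control is not disclosed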
ABCB6 inh 2: human ABCB6 transporter inhibition | K562-ABCB6 porphyrin accumulation, flow cytometry, 1 h; hits give low values | fluorescence ratio to DMSO, % at 10 µM | hit rate 0.19% among 360,000;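 active = fluorescence ratio to DMSO below 75%, the collection mean minus 3 SD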;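 note: signal is porphyrin accumulated inside mitochondria; 100% equals median channel fluorescence of DMSO control wells; lower ratio means ABCB6 inhibition with less porphyrin fluorescence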
* marks the source's active call; other numbers are inactive results; · = no result given; & = joins results of further samples. An excerpt (hit frequency here may not be typical).

| molecule | MC4R antagonist | Cardio protect | HTR2A ag | TLR9-MyD88 block | N-glyco inh | ABCB6 inh 2 | MC4R barr agon | ABHD5 PLIN5 PPI | NOD2-RIPK2 inh | SRC2 inh |
| --- | --- | --- | --- | --- | --- | --- | --- | --- | --- | --- |
| COCCN1CN=C(Nc2nc3ccccc3o2)NC1 | 5 | 8 | 2 | 3 | -2 | 99 | -0.8 | 0 | -5 | -22 |
| O=C(CN1C(=O)c2ccccc2C1=O)NCCc1c[nH]c2ccccc12 | 1 | 11 | 2 | 5 | -1 | 75 | -1.5 | -4 | -1 | 7 |
| CCOc1cccc(N2C(=O)CC(N3CCN(c4ccc(S(=O)(=O)CC)cc4)CC3)C2=O)c1 (centres undefined) | 3 | 1 | -3 | -6 | 0 | 103 | -1.2 | -2 | 3 | 14 |
| CCS(=O)(=O)n1nc(-c2ccccc2)nc1N | 3 | 0 | 2 | -4 | 0 | 92 | -0.6 | 0 | -1 | -16 |
| CC(C)C[C@H](NC(=O)C1CC(=O)N(c2ccc3c(c2)OCO3)C1)C(=O)NCc1ccco1 (some centres undefined) | 9 | 0 | 11 | -21 | 3 | 97 | -4.2 | 5 | -7 | 6 |
| c1ccc(-c2nnsc2Sc2ccccn2)cc1 | -1 | -10 | 0 | -4 | -3 | 104 | -1.2 | 1 | 7 | -11 |
| Cc1ccc(C(=O)CSc2nnc(N)s2)c(C)c1 | 14 | -10 | 4 | -1 | -1 | 94 | -1.5 | 6 | -1 | -29 |
| CSc1cccc(NC(=O)/C=C/c2ccc(Cl)cc2)c1 | 5 | -14 | -7 | 4 | -2 | 97 | -0.5 | -7 | 1 | -18 |
| CCCCCc1cc(=O)oc2c(C(CCN3CCCC(C)C3)c3ccc(N(C)C)cc3)c(OC)cc(OC)c12 (centres undefined) | 8 | -31 | -15 | 4 | 2 | 90 | 6.2 | 13 | 5 | · |
| COc1ccccc1NC(=S)N1CCC(C(=O)c2ccc(F)cc2)CC1 | -3 | -2 | -5 | 0 | 3 | 83 | -1.6 | 1 | 0 | -32 |
| COc1ccc(-c2cc3ccccc3n2CC(O)CNC(CO)(CO)CO)cc1 (centres undefined) | 9 | 2 | -3 | -3 | 0 | 92 | -2.2 | 3 | -4 | -18 |
| Clc1ccc(CN2C3=NCCCN3c3ccccc32)c(Cl)c1 | -2 | 4 | -7 | -4 | -4 | 94 | -0.4 | 13 | -5 | 12 |
| CC(C)(C)C(=O)N1N=C(c2ccc(NS(C)(=O)=O)cc2)CC1c1cccs1 (centres undefined) | 12 | 3 | 7 | 12 | -3 | 97 | -2.3 | 0 | 2 | -3 |
| COC(=O)c1ccc2c(=O)[nH]c(COC(=O)CCC(=O)c3ccc(Cl)cc3)nc2c1 | 10 | 4 | -5 | -5 | 0 | 107 | 4.0 | 5 | -9 | -1 |
| O=C(CN1C(=O)c2ccccc2C1=O)OCCOCCN=C1NS(=O)(=O)c2ccccc21 | -6 | 7 | -3 | -6 | 2 | 96 | -0.2 | -3 | -4 | 14 |
| Cc1ccc(NC(=O)CCNS(=O)(=O)c2ccccc2)c(C(=O)c2ccccc2)c1 | 2 | -9 | 4 | 5 | -2 | 97 | -0.3 | 1 | -6 | 2 |
| CC(C)CN1CC(C)C(=O)N(c2ccccc2)C1=S (centres undefined) | 2 | -1 | 0 | -12 | 1 | 92 | -2.2 | 8 | -10 | -10 |
| O=C(COC(=O)c1ccc2ccccc2n1)c1ccccc1 | -1 | -2 | 1 | -3 | 0 | 96 | -1.8 | -1 | 2 | 15 |
| CCOc1ccc(NC(=O)CN(C)C(=O)CCCc2c[nH]c3ccccc23)cc1OCC | 4 | 1 | -2 | 8 | 3 | 97 | 0.3 | -11 | 4 | -13 |
| CC(C)CCNC(=O)COc1cccc2c1OC(C)(C)C2 | 11 | -2 | 5 | -16 | 1 | 101 | 4.6 | 1 | -14 | -12 |
| COc1ccc(C2CC(c3ccccc3)=NN2c2ccc(S(N)(=O)=O)cc2)cc1OC (centres undefined) | 14 | 2 | -1 | -9 | 1 | 89 | -2.4 | 4 | -14 | -13 |
| COc1ccc(NC2=CC(=O)N(C)C2=O)cc1 | -10 | -4 | 3 | -5 | 0 | 105 | 0.0 | 11 | -18 | 3 |
| NC(=O)CC(NC(=O)Cc1cccc2ccccc12)c1ccc(N2CCCCCC2)c([N+](=O)[O-])c1 (centres undefined) | 6 | -2 | -3 | -3 | 1 | 91 | -2.7 | 2 | 0 | -5 |
| CC1=CC(C)(C)Nc2ccccc21 | 14&9 | 1&1 | -1&1 | -9&6 | -2&0 | 98&101 | 0.1&-0.3 | -11&-2 | 0&-9 | 6&2 |
| COc1ccc(C(=O)NCc2nnc(SCC(=O)c3ccccc3)o2)cc1 | 1 | -2 | -9 | 7 | -1 | 99 | -2.8 | -7 | 5 | 9 |
| CCC(C(=O)OCC(=O)Nc1cccc(OC)c1)c1ccccc1 (centres undefined) | 7 | -6 | -2 | -3 | -1 | 101 | 0.2 | 1 | -14 | -8 |
| CC1(C(=O)Nc2cnc3ccccc3c2)CCN1C(=O)C/C=C/c1ccccc1 (centres undefined) | 2 | 2 | 0 | · | -1 | 107 | -0.7 | 8 | -10 | 3 |
| CC(C)C[C@H]1CNC(=O)C(=O)N1C[C@H]1CCCN1C[C@H](CC(C)C)N1C[C@H](Cc2ccccc2)N(CCc2ccccc2)C(=O)C1=O | · | 2 | 0 | · | -1 | 103 | · | -3 | -12 | -43 |
| O=C(Nc1ccc(OC(=O)c2cccs2)cc1)c1ccco1 | 2 | -13 | -4 | 0 | 0 | 98 | 4.0 | -1 | 1 | 2 |
| CSc1ccccc1NC(=O)CN1CCN(c2ccccn2)CC1 | 9 | 2 | 5 | 5 | -4 | 102 | 0.6 | 11 | 2 | -58 |

| molecule | MC4R antagonist | Cardio protect | HTR2A ag | TLR9-MyD88 block | N-glyco inh | ABCB6 inh 2 | MC4R barr agon | ABHD5 PLIN5 PPI | NOD2-RIPK2 inh | SRC2 inh |
| --- | --- | --- | --- | --- | --- | --- | --- | --- | --- | --- |
| COC(=O)c1[nH]c2ccc(Br)cc2c1NC(=O)C(C)N1CCN(C2CCCCC2)CC1 (centres undefined) | -3 | -12 | 4 | -11 | -7 | 105 | -1.7 | 4 | -4 | 13 |
| O=[N+]([O-])/C(C(=C(Cl)Cl)N1CCOCC1)=C1\NCCO1 | 12 | 3 | 4 | -6 | 1 | 101 | 3.1 | 3 | -4 | 0 |
| O=C(NCc1ccccn1)c1c(-c2ccccc2)sc2ccccc12 | -4 | 41 | -5 | -5 | 0 | 98 | -1.1 | 8 | 2 | 0 |
| Cc1nn(C(=O)N2CCCCC2)c(C)c1CN1C(=O)c2ccccc2C1=O | -1 | 4 | -3 | 0 | 2 | 99 | 1.5 | -3 | -6 | -3 |
| Cc1cccc(N2CCN(C(=O)Cc3ccccc3[N+](=O)[O-])CC2)c1C | 8 | 0 | 0 | 8 | 0 | 96 | -1.6 | 0 | -1 | -23 |
| CN(c1ccccc1)S(=O)(=O)c1ccc(C(=O)NCc2cccnc2)cc1 | 16 | 2 | -2 | 8 | 0 | 105 | 2.9 | 2 | 0 | -7 |
| Cc1ccc(S(=O)(=O)NN2C(=O)c3ccccc3NC2c2ccccc2F)cc1 (centres undefined) | 16 | -8 | -4 | -16 | -2 | 94 | -1.0 | 5 | 4 | 2 |
| C=CCn1c(C)cc(C(=O)CSc2nnc(C3CC3)n2C2CC2)c1C | 2 | -9 | 1 | -15 | -1 | 92 | 0.1 | 3 | -5 | -70 |
| CCCN(C(=O)CSc1nnc(N)s1)c1c(N)n(Cc2ccccc2)c(=O)[nH]c1=O | 2 | 0 | -1 | -1 | 2 | 97 | -2.1 | -4 | -2 | 1 |
| C=CCNC(=O)COc1ccc(S(=O)(=O)NC2CCCCC2)cc1 | 10 | -6 | -1 | 6 | 2 | 101 | -2.4 | -2 | -12 | -7 |
| Cc1ccc(S(=O)(=O)Nc2c(C)cc(C)nc2Cl)cc1 | 6 | 5 | -6 | -9 | 0 | 94 | -0.6 | 0 | 0 | -2 |
| O=C(NCc1ccc2c(c1)OCO2)C1CCN(c2ncccn2)CC1 | 8 | 6 | -3 | 0 | 0 | 94 | 1.2 | -1 | -3 | -14 |
| CCc1ccc(OCC(=O)OCC(=O)c2c(N)n(C)c(=O)n(C)c2=O)cc1 | 15 | -4 | -1 | 2 | 1 | 103 | -1.0 | -5 | -1 | 0 |
| O=S(=O)(c1cccc2nonc12)N1CCCCC1 | 3 | -4 | 8 | 1 | 0 | 99 | -0.8 | -2 | -4 | -8 |
| O=C(Cn1c(=O)n(-c2ccccc2)c(=O)c2sccc21)NCc1ccccc1 | 12 | 8 | -1 | -7 | -1 | 99 | -1.2 | -3 | 1 | 17 |
| Cc1cc2c(=O)n(C)c(SCC(=O)Nc3cccc(O)c3)nc2s1 | 7 | 2 | 6 | 3 | 2 | 96 | -0.5 | -3 | 0 | -6 |
| Cc1ccc(C2CN(C)C3(C(=O)Nc4ccccc43)C23COc2ccccc2C3=O)cc1 (centres undefined) | 8 | -4 | 2 | -13 | -3 | 90 | 4.1 | -8 | -1 | 11 |
| O=C(/C=C/c1ccc2c(c1)OCO2)NCCS(=O)(=O)N1CCN(c2ccccc2)CC1 | -1 | -2 | 1 | -2 | -1 | 98 | 3.8 | 9 | 5 | -13 |
| CCCN(CC(=O)Nc1ccccc1C)C(=O)c1ccc(NC2CC2)c([N+](=O)[O-])c1 | -3 | -6 | 0 | 9 | 3 | 94 | -0.9 | -2 | -5 | -1 |
| CSc1ccc(S(=O)(=O)N2CCC(C(=O)Nc3ccc(NC(C)=O)cc3)CC2)cc1 | -4 | -3 | -1 | -9 | 1 | 96 | -0.3 | 0 | -9 | -33 |
| CC(C)(C)NC(=O)NC(=O)CN1CCN(c2cccc(Cl)c2)CC1 | -3 | 4 | -4 | 2 | 0 | 97 | 1.5 | 0 | -1 | -13 |
| CC(C)[C@H](NC(=O)c1nn(Cc2ccccc2)c(=O)c2ccccc12)C(=O)O | -5 | 22 | -2 | -7 | -1 | 98 | -2.3 | 2 | 0 | 0 |
| COc1ccc2nc(-c3ccccc3)[nH]c(=O)c2c1 | 0 | -9 | 0 | 3 | 5 | 109 | -2.4 | -1 | -7 | -10 |
| O=C(OCCCCN1C(=O)c2ccccc2C1=O)c1ccc(Br)o1 | 4 | 0 | 1 | 5 | 0 | 91 | -0.1 | 4 | 6 | 18 |
| COc1cccc(C2CC(c3ccc(Br)cc3)=NN2C(=O)c2ccncc2)c1OC (centres undefined) | 12 | 3 | 2 | 1 | 0 | 101 | -2.0 | 10 | 6 | -14 |
| COc1cc(NC(c2ccccc2)c2ccccc2)cc(OC)c1OC | -3 | 2 | 10 | -3 | -3 | 97 | 1.0 | 1 | -18 | 2 |
| Cc1ccc(NC(=O)C(C)N2C(=O)c3ccccc3C2=O)c(C)c1 (centres undefined) | 1 | -1 | -5 | 0 | 1 | 103 | 1.5 | 5 | -10 | 4 |
| O=C(CN1CCN(Cc2ccc(Cl)cc2)CC1)N/N=C/C=C/c1ccccc1[N+](=O)[O-] | 9 | -3 | -1 | 0 | -4 | 98 | 0.5 | 10 | 4 | 4 |

Bioassay records as filed in PubChem BioAssay.
